Bioassay records from PubChem.
MEKK2 WT-MEK5 – raises or lowers MEK5 binding to wildtype human MEKK2 PB1 domain. hit rate 1.1% among 290,000. binding response (% of control), % at 10 µM. Q9Y2U5. bead flow cytometry, Alexa488-MEK5 binding to MEKK2 WT; actives lie on both sides; in the data active means binding response below about 67% or above about 130%
NALP1 yeast inh – blocks the NALP1 inflammasome reconstituted in yeast; S. cerevisiae NALP1/ASC/caspase-1 growth, X-gal OD620, 72 h; inhibition, % at 10 µM; hit rate 0.61% among 280,000; AID 2071; in the data active means inhibition mostly above about 24%, no sharp cut-off; inactive means mostly below about 32%; further: some compounds called inactive have numbers as strong as hits
MEKK2mut PB1 HTS – signal of MEK5 binding to mutant human MEKK2 PB1 domain; bead flow cytometry, Alexa488-MEK5 binding to MEKK2 mutant; percent response, % at 10 µM; hit rate 0.35% among 290,000; in the data active means percent response above about 24%, passing the limit was not always enough; further: inactives centre near 1; some results filed as inactive read as strong as hits; reference of the scale not given here
PHOSPHO1 inh – blocks human PHOSPHO1 phosphatase activity | Q8TCT1 | recombinant PHOSPHO1, absorbance phosphatase assay | inhibition, % at 13.3 µM | hit rate 1.1% among 290,000 | AID 1565; in the data active means inhibition above about 60%
Target sequence (Q8TCT1 whole entry, looked up): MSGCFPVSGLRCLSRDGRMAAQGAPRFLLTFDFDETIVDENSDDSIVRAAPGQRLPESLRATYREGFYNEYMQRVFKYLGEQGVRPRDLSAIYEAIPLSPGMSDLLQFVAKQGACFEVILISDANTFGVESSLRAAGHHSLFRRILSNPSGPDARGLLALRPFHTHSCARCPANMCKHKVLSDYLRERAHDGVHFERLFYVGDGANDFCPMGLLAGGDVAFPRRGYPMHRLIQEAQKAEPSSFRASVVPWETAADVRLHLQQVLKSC
FID counter – fluorescent intercalator displacement, NS3 helicase counter-screen; DNA fluorescent intercalator displacement, fluorescence; AID 1845; inhibition, % at 7.9 µM; hit rate 0.17% among 290,000; in the data active means inhibition above about 37%;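 further: 0% = vehicle and 100% = reference compound; higher means more ethidium bromide displaced from hairpin DNA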
OXTR ag – agonists of human oxytocin receptor | P30559 | CHO-OTR cells, Fluo-8 calcium fluorescence; normalized: DMSO 0%, oxytocin 100% | activation, % at 3 µM | AID 2435 | hit rate 0.32% among 320,000;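 active means activation above the mean of all tested compounds plus 3 SD, cutoff set per screening run, cut at about 20% in these data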;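 further: peak over basal fluorescence ratio from a 100 s FLIPR kinetic read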
M18AAP inhibitor – PfM18AAP enzyme inhibition | AID 1822 | recombinant PfM18AAP, H-Glu-NHMec fluorogenic cleavage | inhibition, % at 7.35 µM | hit rate 1.2% among 290,000;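 active means inhibition above the campaign mean inhibition over all tested compounds plus 3 SD, cut at about 28% in these data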;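 further: 0% = plate median of test compound wells and 100% = 2 mM ZnCl2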
GPR7 antagonist – antagonists of human GPR7 (neuropeptides B/W receptor 1); GPR7-expressing cells, fluorescence antagonist assay; AID 1861; inhibition, % at 4.4 µM; hit rate 1.1% among 290,000; in the data active means inhibition above about 16%, passing the limit was not always enough;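 further: cells stimulated with the agonist NPW; 0% = agonist with vehicle and 100% = vehicle without agonist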
MEKK3 PB1 HTS – MEKK3-MEK5 PB1 interaction, increase or decrease | Q99759 | bead-based flow cytometry, Alexa488-MEK5 binding to MEKK3; actives lie on both sides; 0 = blocked by unlabeled MEK5, 100 = vehicle | binding response (% of control), % at 10 µM | hit rate 1.4% among 290,000 | AID 1529;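 active means binding response more than 3 SD above or below the average of its plate-row segment, actives on both sides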;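 further: Alexa488 bead fluorescence after subtracting the streptavidin-only scavenger bead signal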
Target sequence (Q99759 whole entry, looked up): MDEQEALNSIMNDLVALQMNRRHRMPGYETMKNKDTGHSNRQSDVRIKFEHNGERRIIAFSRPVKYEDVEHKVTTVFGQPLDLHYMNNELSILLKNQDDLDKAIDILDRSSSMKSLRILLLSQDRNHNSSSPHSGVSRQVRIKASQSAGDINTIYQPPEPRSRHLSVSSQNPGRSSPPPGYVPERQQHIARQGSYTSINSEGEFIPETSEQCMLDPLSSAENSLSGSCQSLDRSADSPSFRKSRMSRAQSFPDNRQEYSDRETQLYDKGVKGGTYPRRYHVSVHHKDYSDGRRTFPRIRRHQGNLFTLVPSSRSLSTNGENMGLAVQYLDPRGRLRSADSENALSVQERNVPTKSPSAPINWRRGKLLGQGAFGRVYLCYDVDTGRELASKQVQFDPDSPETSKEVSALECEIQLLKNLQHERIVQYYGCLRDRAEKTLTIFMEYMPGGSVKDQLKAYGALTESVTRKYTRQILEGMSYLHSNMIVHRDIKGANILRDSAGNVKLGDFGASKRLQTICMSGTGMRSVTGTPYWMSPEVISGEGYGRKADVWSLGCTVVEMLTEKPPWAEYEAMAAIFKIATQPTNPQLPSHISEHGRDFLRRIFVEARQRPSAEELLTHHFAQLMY
Active calls of the source: *; / = no result given.

SMILES	MEKK2 WT-MEK5	NALP1 yeast inh	MEKK2mut PB1 HTS	PHOSPHO1 inh	FID counter	OXTR ag	M18AAP inhibitor	GPR7 antagonist	MEKK3 PB1 HTS
Cc1ccc(S(=O)(=O)N2CCN(C(=O)C(F)(F)F)C2c2ccc(N(C)C)cc2)cc1 (stereo not given)	98.0	-5.3	-3.0	32.5	-3.8	0.8	-2.3	-8.9	99.0
O/C(=C\c1ccc2ccccc2n1)c1ccc(O)cc1O	93.0	4.3	0.0	16.8	-17.1	11.2	-0.1	16.9	95.0
O=C(Nc1nc(-c2ccc(S(=O)(=O)N3CCCCCC3)cc2)cs1)c1ccccc1	93.0	34.2	0.0	18.2	-4.1	-0.4	-5.0	3.3	101.0
CCOc1ccc(NC(=O)c2ccc(Br)o2)c([N+](=O)[O-])c1	102.0	6.3	0.0	24.4	4.3	2.3	11.6	-2.6	93.0
COc1ccc(CCNC(=O)CSCc2ccc([N+](=O)[O-])cc2)cc1OC	101.0	38.4	1.0	-15.4	-7.1	-0.3	-8.3	7.3	101.0
COc1ccc(-c2nc(CS(=O)CC(=O)NCc3ccc(C)cc3)c(C)o2)cc1OC (stereo not given)	100.0	19.3	2.0	34.4	-53.0	-1.8	-8.6	-8.2	99.0
O=C(CCc1nnc2ccc(N3CCCC3)nn12)Nc1cc(F)ccc1F	100.0	12.4	0.0	6.3	-42.1	-0.9	-11.1	-1.7	101.0
CCOC(=O)c1c(NC(=O)CSc2nnc(Cc3ccccc3)o2)sc(C)c1C	112.0	-0.2	12.0	-26.0	-11.7	-0.8	11.9	-5.9	107.0
CCOCCc1nnc(NC(=O)C2CC(=O)N(c3ccc(OCC)cc3)C2)s1 (stereo not given)	86.0	-8.8	-8.0	1.5	-37.1	-0.5	-1.3	0.3	92.0
COC(=O)/C=C1\SC(N2CCOCC2)=C(c2ccc(OC)cc2)C1=O	101.0	1.3	12.0	-50.0	-4.7	0.0	47.1*	-10.9	103.0
Cc1ccc(N2C(=O)CC(SCC(=O)Nc3ccc(S(N)(=O)=O)cc3)C2=O)cc1 (stereo not given)	104.0	-4.8	7.0	-6.8	-10.2	-0.5	-2.2	-0.4	106.0
CCn1cc(C2CC(=O)NC2=O)c2ccccc21 (stereo not given)	96.0	/	-4.0	12.9	-4.0	2.5	-0.3	-0.2	98.0
c1c2c(cc3sc(N4CCOCC4)nc13)OCO2	99.0	16.6	-2.0	93.4*	2.3	-0.5	-15.0	-11.8	100.0
CNC(=S)N1N=C(c2ccc(C)cc2)CC1c1ccc(Br)cc1 (stereo not given)	99.0	6.7	5.0	4.6	-5.4	0.0	-4.3	11.6	106.0
CC1(C)CC(=O)C(C=NCCN2CCN(CC(=O)Nc3ccc(Cl)cc3)CC2)=C(O)C1	101.0	-9.2	-3.0	20.1	-4.9	0.7	-8.9	-11.8	100.0
COCCOCCn1c(/C=C/c2ccccc2)nc2ccccc21	107.0	-1.5	4.0	-3.7	-11.9	-2.6	5.1	5.9	102.0
COc1ccc(Nc2nc3ccc(C)cn3c(=O)c2/C=N/O)cc1	93.0	11.6	0.0	35.9	-4.0	-1.7	3.4	-7.4	102.0
COc1ccc(N2C(=O)CC(n3cnc4ccccc43)C2=O)cc1 (stereo not given)	94.0	1.4	-8.0	11.6	-3.6	0.4	-6.1	-2.8	97.0
O=C(NCc1cc([N+](=O)[O-])ccc1O)c1cccc(NS(=O)(=O)c2ccccc2)c1	107.0	-3.9	3.0	14.7	-0.4	-0.1	2.2	-13.9	101.0
Cc1ccc(NC(=O)CSc2nnc(N)s2)c([N+](=O)[O-])c1	87.0	-5.3	-14.0	31.9	-3.6	-0.8	-3.3	-6.4	92.0
Cc1ccc(S(=O)(=O)N/N=C/c2ccccc2F)cc1[N+](=O)[O-]	111.0	7.8	5.0	/	7.1	-0.5	8.9	-9.6	107.0
COCCn1c(SCC(=O)NC(=O)NCc2ccccc2)nc2ccccc21	100.0	-0.7	-2.0	-32.1	-25.7	-1.9	-4.8	1.8	98.0
CC(=O)c1c(O)c2ccccc2n(Cc2ccccc2)c1=O	97.0	1.9	3.0	51.3	-23.7	-2.1	6.7	0.5	93.0
COc1cccc(OC)c1OCCCSc1nc(C)cc(=O)[nH]1	94.0	-16.6	-8.0	-3.4	-15.8	-0.6	-7.2	-11.7	94.0
COC(=O)CCC(=O)NC(=S)Nc1ccc(S(=O)(=O)Nc2cc(C)on2)cc1	96.0	27.5	-4.0	22.6	-12.6	/	8.5	-0.2	99.0
O=C(c1ccc(O)c(Cl)c1)N1CCN(S(=O)(=O)c2ccccc2)CC1	103.0	25.1	5.0	31.8	-8.4	1.9	-6.6	-9.7	103.0
O=C1NC2(O)C(=O)c3ccccc3C2(O)N1 (stereo not given)	94.0	22.2	-1.0	-5.3	-3.5	-0.1	2.6	-20.7	102.0
Cc1ccc(NC(=O)C2CCCN2S(=O)(=O)c2ccc3c(c2)CCC(=O)N3)cc1Cl (stereo not given)	101.0	-18.0	0.0	-13.2	-20.9	0.7	4.3	0.2	96.0
CCCCC(=O)O	108.0	/	3.0	/	/	0.9	/	/	107.0
CC(C)CCNC(=O)c1ccc(Cl)c(NC(=O)Cc2ccccc2)c1	100.0	11.4	-2.0	-2.7	-24.1	-1.6	5.2	-15.9	97.0
Cc1ccc2c(C(=O)CN3CCSCC3)c(C)[nH]c2c1	101.0	3.5	2.0	-6.7	-4.8	4.8	0.3	-2.0	102.0
CCN1CCN(c2nc3ccccc3nc2C(C#N)S(=O)(=O)c2ccc(C)c(C)c2)CC1 (stereo not given)	/	13.7	/	5.0	-1.0	2.4	2.6	10.0	/
O=C(NCc1ccccn1)[C@@H]1C[C@H]1[C@@H](NP(=O)(c1ccccc1)c1ccccc1)c1ccccc1	104.0	19.1	4.0	6.2	-38.5	-1.1	-0.6	-0.7	106.0
Cc1cccc(OCc2nnc(SCC(=O)N3CCc4ccccc43)n2C)c1	99.0	17.8	5.0	23.2	-18.9	0.7	-12.7	4.3	102.0
CCC1CCCCN1CCCNC(=O)Cn1cnc2sc(C)c(S(=O)(=O)N3CC(C)CC(C)C3)c2c1=O (stereo not given)	135.0*	6.7	26.0*	27.0	17.9	-0.3	2.2	-9.2	101.0
COc1ccccc1Oc1nc(-c2ccccc2)cc(C)c1S(C)(=O)=O	99.0	10.0	2.0	-2.3	-22.6	-1.9	-10.0	-13.8	106.0
COc1ccc(C2Nc3cccc4cccc(c34)N2)cc1Br	103.0	28.0	4.0	28.0	-7.4	-0.1	35.4*	-0.9	107.0
CCOC(=O)c1cccc(NC(=O)CSc2nnc(-c3ccncc3)n2CCCOC)c1	90.0	26.8	-8.0	-1.0	-28.1	-1.7	-6.9	3.5	96.0
CCn1nc(C)c(C2C(C#N)=C(N)OC3=C2C(=O)CCC3)c1C (stereo not given)	114.0	30.7	5.0	-13.9	-10.2	0.0	8.2	2.6	116.0
CC(C)c1ccc(CNC(=O)C2CCCN2S(=O)(=O)c2ccccc2)cc1 (stereo not given)	98.0	1.8	4.0	38.1	-36.6	0.6	5.7	-5.8	97.0

Complete entries, looked up by structure. Values in the order: MEKK2 WT-MEK5 | NALP1 yeast inh | MEKK2mut PB1 HTS | PHOSPHO1 inh | FID counter | OXTR ag | M18AAP inhibitor | GPR7 antagonist | MEKK3 PB1 HTS
`CC(C)CCNC(=O)c1ccc(Cl)c(NC(=O)Cc2ccccc2)c1` is entered as 100.0 | 11.4 | -2.0 | -2.7 | -24.1 | -1.6 | 5.2 | -15.9 | 97.0
`Cc1ccc2c(C(=O)CN3CCSCC3)c(C)[nH]c2c1` is entered as 101.0 | 3.5 | 2.0 | -6.7 | -4.8 | 4.8 | 0.3 | -2.0 | 102.0
`COCCn1c(SCC(=O)NC(=O)NCc2ccccc2)nc2ccccc21` is entered as 100.0 | -0.7 | -2.0 | -32.1 | -25.7 | -1.9 | -4.8 | 1.8 | 98.0
`CCC1CCCCN1CCCNC(=O)Cn1cnc2sc(C)c(S(=O)(=O)N3CC(C)CC(C)C3)c2c1=O` (stereo not given) is entered as 135.0* | 6.7 | 26.0* | 27.0 | 17.9 | -0.3 | 2.2 | -9.2 | 101.0

Next part.
SMILES	MEKK2 WT-MEK5	NALP1 yeast inh	MEKK2mut PB1 HTS	PHOSPHO1 inh	FID counter	OXTR ag	M18AAP inhibitor	GPR7 antagonist	MEKK3 PB1 HTS
C/C(CC(=O)N1CCN(C=O)CC1)=N\NC(=O)c1ccc(Br)cc1	102.0	5.4	-1.0	19.0	10.9	-0.5	-7.5	-0.3	104.0
Cc1ccc(CNC(=O)C2CCN(S(=O)(=O)N3CCC4(CC3)OCCO4)CC2)cc1	104.0	42.0	2.0	4.7	-25.5	0.8	3.3	-20.4	102.0
CCOC(=O)c1nnc(-c2ccccc2)nc1NCc1ccccc1	98.0	0.7	0.0	-12.0	-14.0	-2.3	0.0	-22.2	101.0
O=c1[nH][nH]c(-c2ccccc2O)c1C(C[N+](=O)[O-])c1cccc(Cl)c1 (stereo not given)	100.0	100.9*	-2.0	-12.9	-11.2	0.6	30.5*	-2.6	101.0
Cc1ccc(/C=C/C(=O)O)cc1S(=O)(=O)NCC1CCCO1 (stereo not given)	99.0	6.1	0.0	1.0	-0.9	0.1	1.2	-5.2	103.0
CN(C)S(=O)(=O)c1cccc(C(=O)NC2CCCc3ccccc32)c1 (stereo not given)	/	4.2	/	0.2	-20.0	1.5	-8.2	-11.7	/
O=C1C2C3C=CC(C3=C3CCCCC3)C2C(=O)N1Cc1ccccc1 (stereo not given)	98.0	21.1	2.0	-4.6	-6.7	0.2	-13.9	12.2	102.0
CN(C)CC(C)(C)CNC(=S)Nc1cc(S(=O)(=O)N2CCOCC2)ccc1Cl	95.0	13.1	-4.0	39.9	5.7	0.9	1.2	-5.7	87.0
O=c1ccn(Cc2ccccc2)c(=O)n1Cc1ccccc1	108.0	9.1	11.0	-20.9	-6.6	-2.7	-7.7	-14.6	107.0
COc1ccc(Nc2nc(NCc3ccco3)nc(N3CCOCC3)n2)cc1	116.0	/	19.0	34.7	-25.6	-2.8	-0.1	-17.1	115.0
O=C(NCc1ccccc1Cl)C1CCCN1S(=O)(=O)c1ccc(F)cc1 (stereo not given)	114.0	-12.0	11.0	40.3	-16.6	-0.9	-3.9	-18.9	110.0
C=CCCCOc1ccc(C(=O)O)cc1	103.0	24.7	5.0	10.6	-2.6	0.3	8.6	13.2	99.0
Cc1ccc(NC(=O)[C@H](C)NC(=O)C2CCN(C(=O)[C@@H](N)CC(C)C)CC2)cc1	106.0	-5.1	2.0	27.3	-2.6	0.3	2.4	0.3	102.0
Cc1nc(N2CCN(C)CC2)c2c3c(sc2n1)CCCC3	111.0	14.1	16.0	13.9	3.8	-0.7	-11.6	1.2	107.0
CCc1nnc(NC(=O)CSc2nc(-c3ccccc3)cc(-c3ccc(F)cc3)c2C#N)s1	81.0	-2.5	-8.0	14.7	-2.2	1.0	-1.9	4.9	82.0
CCn1c(SCC(=O)Nc2ccc(C(C)=O)cc2)nc2ccccc21	102.0	-13.5	0.0	-31.3	-4.8	-1.8	-4.3	30.0*	101.0
COc1ccc(N/C(N)=N/c2nc(CSc3nnc(C)s3)cc(=O)[nH]2)cc1	101.0	-7.9	0.0	51.8	-24.5	-0.2	-4.3	0.9	98.0
CCCC(=O)Nc1c2c(nn1-c1cccc(Cl)c1)CS(=O)(=O)C2	98.0	3.8	3.0	26.6	-10.4	-1.0	8.0	-4.7	99.0
CN1CCN(S(=O)(=O)c2cc([N+](=O)[O-])ccc2N2CCCCCC2)CC1	104.0	14.8	5.0	-5.2	9.8	-0.4	-14.2	2.3	103.0
CCN(CC)C(=O)CSc1nnc(COc2ccccc2)n1CC	103.0	-3.1	2.0	12.4	-16.9	1.0	0.6	-7.2	106.0
COc1cccc(=O)c2c(C)n(C)c(C)c12	101.0	/	1.0	6.3	-4.3	0.5	7.9	-4.2	103.0
CC(=O)N(CCCN(C)C)CCC(C)CCC=C(C)C (stereo not given)	104.0	17.3	7.0	29.4	13.7	-0.1	9.9	5.5	108.0
